HCMV inh: blocks human cytomegalovirus replication. HFF cells, HCMV-luciferase reporter, 72 h; stronger effect = lower value. hit rate 4.5% among 410,000. activity change, negative = inhibition, % at 57.5 µM; in the data active means activity change below about -60%; inconclusive means no clear call, values can overlap the other calls; inactive means above about -39%
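Screen run at 2 compound doses on HFFs infected with reporter HCMV, MOI 1 PFU/cell. Luciferase activity from cell lysates at 72 h post infection gave inhibition relative to buffer-only and Salinomycin wells.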
AMA1-RON2 inh: inhibitors of Plasmodium falciparum AMA1-RON2 interaction; AlphaScreen AMA1-biotinylated RON2 peptide binding; Potency, µM (doses to about 58.2 µM), for the others: top-dose activity change, negative = inhibition, actives largely listed as inhibitors; hit rate 0.2% among 360,000; AID 720542; active means well fitted inhibition curve with a large enough effect; inconclusive means small, poorly fitted or top-dose-only effect; inactive means no such curve, though single readings can be large or run the other way;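 further: potency means the concentration at half of the fitted maximal effect; 0% = vehicle wells and -100% = peptide control; nearly all actives have a fitted effect of over 45% in size; some results filed as inactive show a strong effect at the top dose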
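AMA1 (3D7) with his tag at 25 nM final met compounds first, then biotinylated RON2 peptide at 25 nM; detection used donor plus acceptor beads, 10 µg/mL apiece, read by AlphaScreen after 30 min at room temperature.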
* marks the source's active call; other numbers are inactive results; ? = inconclusive; [ ] = dose if it differs, or a comment. Unless noted, on the % scale 0 is the no-effect control and ±100 the full control effect. Some of the compounds tested, so the mix of outcomes need not match the whole.

#	SMILES	AMA1-RON2 inh	HCMV inh
1	CCC(CC)C(=O)N(C)c1c(C)nc2c(OCC=C(C)C)cccn12	122%[activator]	-11
2	COc1ccc(OC(=O)N(C)C[C@@H]2OCc3cn(nn3)CCCC(=O)N([C@@H](C)CO)C[C@H]2C)cc1	-6%	10
3	COCCNC(=O)c1cc2c(c(-c3cccc(C#Cc4ccc(OC)c(OC)c4)c3)n1)[C@@H](CCO)N(S(=O)C(C)(C)C)C2 (some centres undefined)	-6%	-6
4	C=CCN(CC=C)Cc1cc(=O)oc2cc(C)c(Cl)cc12	31%[activator]	-3
5	CC1CN=C(NS(=O)(=O)c2ccccc2)N1 (centres undefined)	0%	-23
6	CC(C)C[C@@H](CN1CCCC1CN1C(=S)NC[C@@H]1Cc1ccccc1)N1C[C@H](Cc2ccccc2)N(CC2CCCCCC2)C1=S (some centres undefined)	11%	-25
7	COc1ccccc1CN1CCN(S(=O)(=O)c2ccc(C)cc2)CC1	-16%	21
8	COc1ccc(C(=O)N[C@H](C(=O)Nc2cccc(S(=O)(=O)N3CCOCC3)c2)C(C)C)cc1	6%	22
9	CCCCn1cnc2c(SCc3ccc(Br)cc3)nc(N)nc21	-29%	-18
10	Cc1cc(C)cc(-n2nnc3ccccc3c2=O)c1	-1%	8
11	Cc1ccc(CCNc2ccc3ccccc3c2)cn1	-18%	-63*
12	COc1cc(CC(=O)N2CCN(S(=O)(=O)c3ccc(C(C)C)cc3)CC2)cc(OC)c1OC	-3%	5
13	OC(c1ccccc1)c1ncc(-c2cccc(F)c2)[nH]1 (centres undefined)	0%	10
14	CCN1CCN(c2ccc(S(=O)(=O)N3CCOCC3)cc2NC(=O)c2cc(F)c(F)c(F)c2F)CC1	-2%	-12
15	O=C(c1ccc(CS(=O)Cc2ccc(Cl)cc2)o1)N1CCN(C2CCCCC2)CC1 (centres undefined)	-2%	14
16	COc1ccc(CCNC(=O)c2cc3cc(F)ccc3nc2C)cc1OC	-2%	?
17	Cc1ccccc1NS(=O)(=O)c1ccc(C(=O)NCC2(N3CCOCC3)CCCCC2)cc1	3%	-6
18	O=C(Nc1c(-c2ccccc2)[nH][nH]c1=O)c1cccs1	6%	0
19	Cc1[nH]n2c(=O)cc(-c3ccc([N+](=O)[O-])cc3)nc2c1-c1ccccc1	7%	42
20	CC1CCc2c(sc(NC(=O)c3noc4c3CCCC4)c2C(N)=O)C1 (centres undefined)	-20%	43
21	CC1=C(C(=O)N2CCCCCC2)CC(CC(=O)NC2CCCC2)C(=O)N1CCC1=CCCCC1 (centres undefined)	-3%	-24
22	CCOc1ccccc1C(=O)NC(C(=O)N(C)c1c(N)n(Cc2ccccc2)c(=O)[nH]c1=O)C(C)C (centres undefined)	2%	-5
23	CC(=O)Nc1cc(-c2ccc(C(=O)N3CCOCC3)cc2)cn2c(-c3ccc(F)c(Cl)c3)cnc12	-1%	-9
24	CCOC(=O)C1=C(N)OC2=C(C(=O)CCC2)C1c1ccc2c(c1)OCO2 (centres undefined)	27%	6
25	O=C(NCc1ccc(C(F)(F)F)cc1)c1cccc2c(-c3cccnc3)coc12	1%	-2
26	Cc1ccc(CN2C(=O)c3ccccc3C2c2nnnn2-c2ccc3c(c2)OCCO3)cc1 (centres undefined)	2%	-19
27	CCOC(=O)[C@]12CCCC=C1N(Cc1cccc3ccccc13)C(=O)[C@H](CC(=O)NCc1ccc(OC)c(OC)c1)C2	-6%	-76*
28	OC[C@@H]1CN(Cc2ccco2)C[C@H](n2cnc3c(NC4CCCC4)ncnc32)O1	-3%	54
29	COc1cc2sc3ccc(-c4ccc5[nH]ccc5c4)cc3c(=O)c2cc1OC	8%	10
30	Cc1c(C(=O)NCc2cccc([N+](=O)[O-])c2)sc(=O)n1Cc1ccc(F)cc1	-13%	-39
31	CC(=O)OC[C@@H]1CN(Cc2ccccc2)C[C@H](n2cnc3c(NCc4ccco4)ncnc32)O1	-5%	-1
32	CC(=O)Nc1cccc(Nc2ccc(C#N)cc2)c1	2%	14
33	O=C(COc1ccc(Cl)cc1Cl)NC1CC1	-3%	1
34	CC(=O)OCC(=O)C1(O)CCC2C3CCC4C(OC(C)=O)C(=O)CCC4(C)C3C(=O)CC21C (centres undefined)	9%	-22
35	CC1=C(C(=O)N2CCOCC2)CC(CC(=O)NCCc2ccccn2)C(=O)N1Cc1ccccc1 (centres undefined)	5%	11
36	C[C@@H]1CN([C@H](C)CO)C(=O)CCCn2nncc2CO[C@@H]1CN(C)S(=O)(=O)c1ccc(C#N)cc1	3%	-1
37	O=C(Nc1ccc(C(O)c2ccccc2)cc1)[C@H]1C[C@H](O)[C@@H](CO)O1 (some centres undefined)	-2%	30
38	Cc1ccc(S(=O)(=O)N2[C@@H](Cc3ccccc3)CO[C@H]2CC(=O)c2ccccc2)cc1	-8%	-69*
39	C[C@H](CO)N1C[C@H](C)[C@@H](CN(C)S(=O)(=O)c2ccccc2F)Oc2ncc(Br)cc2C1=O	-5%	-9
40	Cc1c(C(=O)O)sc(S(=O)(=O)N2CCN(C(=O)Cc3ccc(Cl)cc3)CC2)c1C(=O)O	5%[11.6 µM]	-11
41	O=C1CCC[C@@H]2C=C[C@H](c3ccc(Br)cc3)[C@H]3CCN1[C@@H]32	1%	4
42	O=C1/C(=C\c2ccc(Cl)cc2)CCC1CNc1ccc(Cl)cc1 (centres undefined)	-1%	-17
43	CCCCN1CC(N2CCN(Cc3cccc(C)c3)CC2)CS1(=O)=O (centres undefined)	1%	-18
44	CCCCN1C(=O)C(CC(=O)NCCCN(C)C)CC(C(=O)N2CCCCCC2)=C1C (centres undefined)	1%	15
45	O=C(NCc1ccccc1)C1c2ccccc2OCC(=O)N1Cc1ccco1 (centres undefined)	2%	7
46	CCCNC(=O)C1(C)CCN(C(=O)c2ccc3ccccc3c2)C1 (centres undefined)	11%	-31
47	O=C(OCc1cn([C@H]2CN(C(=O)C3CCCCC3)[C@@H](c3ccccc3)C[C@@H]2O)nn1)c1ccccc1	4%	12
48	Cc1ccc(C(=O)Nc2ccc(NC(=O)c3ccccc3Cl)c(C)c2)cc1	-3%	25
49	CCCCCCCSc1ncnc2[nH]ncc12	60%[activator]	-26
50	COc1ccc(CCNC(=O)c2cccnc2Cl)cc1OC	-1%	14

Next section:
#	SMILES	AMA1-RON2 inh	HCMV inh
51	CCCCCCN1C[C@H](n2cc(COC(=O)c3ccccc3)nn2)[C@@H](O)C[C@@H]1c1ccc(OC)cc1	-13%	-12
52	CCOC(=O)[C@]12CCCC=C1N(Cc1cccc3ccccc13)C(=O)[C@H](CC(=O)NCc1cccc3ccccc13)C2	-6%	-1
53	O=S(=O)(NCCCc1ccccc1)c1ccc(Br)cc1	3%	16
54	Cc1ccccc1NC(=O)C(C)OC(=O)CCC(=O)c1ccccc1 (centres undefined)	12%	11
55	Cc1cc(C)c(C(=O)Nc2ccc3c(c2)OCCO3)c(C)c1	12%	67
56	CNC[C@H]1OCc2ccccc2-c2ccccc2C(=O)N([C@H](C)CO)C[C@H]1C	6%	16
57	COc1ccc(C(=O)N2CCC2(C)C(=O)NC(C)C)cc1 (centres undefined)	-4%	-18
58	Cc1cc2nc(-c3cccc(Cl)c3)c(Cc3ccsc3)n2c(C)c1Br	7%	16
59	CC(CC(C)(C)N1CC1)=NO	49%[activator]	?
60	CC(C)CC(N)c1csc(NC(=O)C(c2ccccc2)c2ccccc2)n1 (centres undefined)	84%[activator]	-8
61	C[C@@H]1OC(C2CCCCC2)N(C)[C@H]2C[C@H]3c4[nH]c5ccccc5c4CCN3C[C@@H]12 (some centres undefined)	-10%	?
62	CN(C)CCNC(=O)c1cccc(-c2cnc3c(NC=O)cc(-c4cccs4)cn23)c1	-15%	-87*
63	Nc1sccc1C(=O)NCCN1CCOCC1	23%	9
64	CCOc1ccc(Cl)cc1-c1cc(C(=O)NCc2ccccc2OC)[nH]n1	10%	-22
65	COc1cc(NC(=O)CSc2nc3[nH]ncc3c(=O)n2-c2ccccc2)cc(OC)c1OC	32%[activator]	39
66	CC(CCc1ccccc1)NC(=O)C1CCC1 (centres undefined)	-12%	29
67	CC1(C)CCC[C@]2(C)C(CS(=O)c3ccccc3)=C(C=O)CC[C@@H]12 (some centres undefined)	-2%	-34
68	CC=C(CC)C1(CC)C(=O)NC(=S)NC1=O	-24%	15
69	CCCN1CCN(C(=O)c2ccc(S(=O)(=O)N(C)c3ccccc3OC)cc2)CC1	18%	10
70	O=C(CCC(=O)N1CCN(S(=O)(=O)c2ccc(Cl)cc2)CC1)NCc1cccc(C(F)(F)F)c1	-7%	-4
71	CCC(=O)Nc1ccc(S(=O)(=O)NC[C@H]2O[C@@H](n3cnc4c(=O)[nH]c(N)nc43)[C@H](O)[C@@H]2O)cc1	15%	27
72	CC1=C(C(=O)N2CCOCC2)CC(CC(=O)NCCN2CCOCC2)C(=O)N1Cc1ccc(C(C)(C)C)cc1 (centres undefined)	10%	4
73	COc1ccc(NC(=O)CSC2=C(C#N)C(c3ccco3)C(C(=O)Nc3nc4ccccc4s3)=C(C)N2)cc1 (centres undefined)	1%	5
74	CN(CC1CCCO1)S(=O)(=O)c1ccc(C(=O)Nc2ccccc2F)cc1 (centres undefined)	-3%	-12
75	CC(=O)N1C[C@H]2CON(C)[C@H]2C[C@H]1c1ccccc1Br	1%	-3

Full records from above.
Cc1ccccc1NC(=O)C(C)OC(=O)CCC(=O)c1ccccc1 (centres undefined) is listed with AMA1-RON2 inh: 12%; HCMV inh: 11
CCCCCCN1C[C@H](n2cc(COC(=O)c3ccccc3)nn2)[C@@H](O)C[C@@H]1c1ccc(OC)cc1 is listed with AMA1-RON2 inh: -13%; HCMV inh: -12

Ordered by heavy-atom count (ascending): part of the list above.
#	SMILES	AMA1-RON2 inh	HCMV inh
63	Nc1sccc1C(=O)NCCN1CCOCC1	23%	9
54	Cc1ccccc1NC(=O)C(C)OC(=O)CCC(=O)c1ccccc1 (centres undefined)	12%	11
61	C[C@@H]1OC(C2CCCCC2)N(C)[C@H]2C[C@H]3c4[nH]c5ccccc5c4CCN3C[C@@H]12 (some centres undefined)	-10%	?
62	CN(C)CCNC(=O)c1cccc(-c2cnc3c(NC=O)cc(-c4cccs4)cn23)c1	-15%	-87*
51	CCCCCCN1C[C@H](n2cc(COC(=O)c3ccccc3)nn2)[C@@H](O)C[C@@H]1c1ccc(OC)cc1	-13%	-12

(further entries)
#	SMILES	AMA1-RON2 inh	HCMV inh
76	O=C(COc1ccccc1)NC(=S)Nc1cccc2c(O)cccc12	94%[activator]	?
77	CC(=O)OC1CCC2(C)C(CCC3C4CC(N5CC5)C(C(C)=O)C4(C)CC(=O)C32)C1 (centres undefined)	9%	20
78	CSc1ncnc2c1ncn2CCCNc1ccc(C)c(C)c1	-19%	-32
79	Cc1onc(-c2c(F)cccc2Cl)c1C(=O)Oc1ccccc1	34%[activator]	-11
80	COc1cc(NC(=O)c2cc(-c3ccc(F)cc3OC(C)C)n[nH]2)cc(OC)c1OC	15%	21
81	O=C1c2ccccc2C(=O)N1CCC(=O)N1CCc2ccccc21	-7%	80
82	Cc1ccc(C(=O)C=Cc2cccc(C)c2)cc1	15%	57
83	CC1C(=O)N(Cc2cn(CCC3OCCO3)nn2)CCS(=O)(=O)N1Cc1ccc(-c2ccncc2)cc1 (centres undefined)	5%	8
84	Cc1ccc(-c2nc3c4ccccc4ccn3c2Cc2ccsc2)cc1	42%[activator]	30
85	COC(=O)[C@@H]1N=C(c2ccc(OC)cc2)O[C@]12C(=O)N(C)c1cccc(Cl)c12	-7%	28
86	COc1ccc(-c2csc(NC(=O)CS(=O)(=O)c3ccccc3)n2)c(OC)c1	-2%	-2
87	CC(C)N1CCC(C)(C(=O)Nc2ccc(-n3cccc3)cc2)C1 (centres undefined)	-3%	-3
88	CCN(CC)CCn1c(=S)[nH]c2cc(C(=O)NCCc3ccc(OC)c(OC)c3)ccc2c1=O	-5%	-10
89	COc1cc(CC(=O)C(=O)O)oc(=O)c1	4%	-27
90	CCCNC(=O)C1CC(=O)N(c2ccc(OCc3ccccc3)cc2)C1 (centres undefined)	-6%	206
91	CC(C)(C)C(=O)N1CCC2CC1c1cc(-c3ccc4c(c3)OCO4)ccc12 (centres undefined)	-28%	18
92	CC(C)N1CCCC(C)(C(=O)Nc2ccc3c(c2)OCO3)C1 (centres undefined)	4%	21
93	Cc1ccc(Nc2nnc(C)c3ccccc23)c(C)c1	-2%	-34
94	CC(C)OC(=O)N(C)C[C@H]1OCc2cn(nn2)CCCC(=O)N([C@H](C)CO)C[C@@H]1C	-6%	2
95	O=C(Nc1nnc([C@@H]2C[C@H](O)[C@@H](CO)O2)s1)Nc1ccccc1Oc1ccccc1	7%	17
96	C[C@@H]1CN([C@H](C)CO)C(=O)CCCn2cc(nn2)CO[C@H]1CN(C)C(=O)Nc1cccc(C(F)(F)F)c1	19%	-1
